Bioassay records: PubChem, National Center for Advancing Translational Sciences (NCATS)
HT1080 IDH1KD tx = HT-1080 IDH1 knockdown cell toxicity (counter line) | HT-1080 IDH1 knockdown viability, ATP luminescence, 48 h | Potency, µM (series often up to 46.1 µM), for inactives: top-dose activity, negative = toxicity, most hits filed as cytotoxic | hit rate 2% among 360,000 | AID 686971;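 note: potency is the fitted concentration of half-maximal effect; 0% = DMSO wells and -100% = cell-free medium wells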
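Assay cells: HT-1080 with IDH1 knockdown, 750 per well, RPMI/5% FBS. Exposure: 48 h at 37 °C following 2 h pre-incubation. Read: CellTiter-Glo luminescence; fitted concentration-response, curve class assigned.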
HT1080-NT tox = kills 2HG-producing HT-1080-NT fibrosarcoma cells; HT-1080-NT fibrosarcoma viability, CellTiter-Glo ATP luminescence, 48 h; Potency, µM (top dose mostly 46.1 µM), without a hit: at the top dose activity, negative = less viability, actives largely listed as cytotoxic; hit rate 1.6% among 360,000;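 note: NT is the 2HG producing partner of a matched IDH1 knockdown line; potency is the fitted concentration of half-maximal effect; 0% = DMSO-treated cells and -100% = media-only wells without cells; nearly all actives have a fitted effect of over 55% in size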
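HT-1080-NT fibrosarcoma cells (2HG-overproducing), 750 cells/well in RPMI with 5% FBS, dosed after 2 h and incubated 48 h at 37C. CellTiter-Glo luminescence normalized to DMSO and no-cell wells; concentration-response curves fitted and classed.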
IL-1B inflam inh = blocks inflammasome-driven IL-1 beta release; THP-1 LPS/ATP IL-1B secretion, AlphaLISA, 16 h; active compounds read low; activity change, % at 57.5 µM; hit rate 4.7% among 360,000; AID 743279; in the data active = activity change below about -50%; inconclusive = mostly about -30% to -49%; note: % is set by controls: 0 for no effect and ±100 for the full control effect
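Secreted IL-1B measured by AlphaLISA bead assay after 16 h compound exposure of THP-1 cells; compounds (final up to 57.5 uM) added 1 h before LPS (250 ng/mL) and ATP (1.25 mM) stimulation; lower signal means less secretion.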
KB-3-1 cytotox = KB-3-1 parental cell cytotoxicity. KB-3-1 viability, CellTiter-Glo ATP luminescence, 72 h. Potency, µM (series often up to 46.1 µM), without a hit: at the highest dose activity change, negative = cytotoxic, most hits filed as cytotoxic. hit rate 1.4% among 400,000. AID 1347075; note: potency is the fitted concentration of half-maximal effect; % is set by controls: 0 for no effect and ±100 for the full control effect; nearly all actives have a fitted effect of over 60% in size
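Luminescent ATP read-out (CellTiter-Glo) measures survival of drug-naive KB-3-1 cells after 72 h compound exposure at 37 °C. Titration series was screened from lowest to highest concentration, with DMSO vehicle plates as background controls.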
SW480 rereplic = DNA re-replication induction in SW480 cells; hit rate 1.8% among 340,000; Potency, µM (highest dose often 46.1 µM), for inactives: at the highest dose re-replication activation, hits mostly activators; SW480 DNA re-replication, Hoechst DNA content imaging, 48 h; note: potency is the fitted concentration of half-maximal effect; % of control where 0% means no effect; nearly all actives have a fitted effect of over 55% in size
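Compounds, transferred as 23 nL by pin tool, were incubated with cells for 48 hr; DNA content per nucleus was then quantified by Hoechst staining and fluorescence plate imaging.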
D3 antag = blocks the human D3 dopamine receptor. AID 652054. hit rate 2.5% among 360,000. P35462. D3R cells, DiscoveRx beta-arrestin luminescence, antagonist mode; active compounds read low. max response, negative = inhibition, %; in the data active = max response below about -50%; inconclusive = no clear call, values can overlap the other calls; note: % is set by controls: 0 for no effect and ±100 for the full control effect; mostly tested at two doses, the higher about 12 µM
Target sequence (P35462 whole entry, looked up): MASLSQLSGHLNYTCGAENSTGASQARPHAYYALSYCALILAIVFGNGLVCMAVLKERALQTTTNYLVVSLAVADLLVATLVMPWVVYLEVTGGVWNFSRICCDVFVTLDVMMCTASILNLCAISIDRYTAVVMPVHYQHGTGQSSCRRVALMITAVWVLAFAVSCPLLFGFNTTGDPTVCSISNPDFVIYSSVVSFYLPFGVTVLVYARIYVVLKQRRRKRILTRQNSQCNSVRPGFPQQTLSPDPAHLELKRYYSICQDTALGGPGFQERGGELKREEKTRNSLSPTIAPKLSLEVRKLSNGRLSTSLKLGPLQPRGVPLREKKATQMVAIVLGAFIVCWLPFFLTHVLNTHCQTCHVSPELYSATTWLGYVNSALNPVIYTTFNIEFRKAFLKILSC
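Cells plated overnight at 1500 cells/well, then exposed to library compounds with dopamine controls for 90 minutes at 37 degrees C. DiscoveRx reagent added for 30–60 minutes at room temperature; luminescence read, quantitative HTS format.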
GLP1R ag = GLP-1 receptor (human) agonism; hit rate 0.007% among 380,000; P43220; Potency, µM (series often up to 45.6 µM), for the others: top-dose activation, hits mostly activators; HEK293 GLP-1R CRE-luciferase, luminescence, 4-6 h; cells express a hypersensitive GLP-1R form; note: potency is the fitted concentration of half-maximal effect; % of control where 0% means no effect
Target sequence (P43220 whole entry, looked up): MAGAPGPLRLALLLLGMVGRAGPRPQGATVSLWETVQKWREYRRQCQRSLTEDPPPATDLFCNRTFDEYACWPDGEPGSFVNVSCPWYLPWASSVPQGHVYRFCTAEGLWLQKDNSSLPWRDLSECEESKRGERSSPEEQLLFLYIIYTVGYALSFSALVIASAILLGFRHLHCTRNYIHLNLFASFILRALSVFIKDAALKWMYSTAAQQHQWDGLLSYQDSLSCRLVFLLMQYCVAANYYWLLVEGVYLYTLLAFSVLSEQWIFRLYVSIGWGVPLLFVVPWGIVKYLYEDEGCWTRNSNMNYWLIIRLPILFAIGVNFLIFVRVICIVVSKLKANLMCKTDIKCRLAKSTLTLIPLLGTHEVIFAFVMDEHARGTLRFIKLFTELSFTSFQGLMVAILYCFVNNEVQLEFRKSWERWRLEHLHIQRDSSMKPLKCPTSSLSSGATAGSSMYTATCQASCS
DRD3 agonist = activates the human D3 dopamine receptor | AID 652048 | D3R DiscoveRx beta-arrestin cells, luminescence, 90 min | hit rate 0.58% among 410,000 | max activation, %; in the data active = max activation above about 30%; note: 0% is about no effect; mostly tested at two doses, the higher about 12 µM
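Agonist-mode cell screen: cells plated at 1500/well and incubated overnight at 37 °C, then exposed to library compounds for 90 min at 37 °C. Detection reagent was added for 30–60 min at room temperature, and luminescence was read.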
KB-V1 MDR tox = KB-V1 MDR subline cytotoxicity | KB-V1 MDR cells viability, CellTiter-Glo, 72 h | hit rate 3.4% among 400,000 | Potency, µM (highest dose often 46.1 µM), inactives show at the top dose activity change, negative = cytotoxicity, hits mostly cytotoxic; note: potency is the fitted concentration of half-maximal effect; % is set by controls: 0 for no effect and ±100 for the full control effect; nearly all actives have a fitted effect of over 60% in size
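Compound-treated KB-V1 multidrug-resistant cells, 72 h, 37 degrees C; viability by CellTiter-Glo. Fitted qHTS curves give the values.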
The depositor's hits bear a star; ? = inconclusive; · = not tested or not shown; & = joins results of further samples; [ ] = dose if it differs, or a comment. Unless noted, calls come from the whole dose curve; as a rule, active = well fitted curve in the direction sought with a large enough effect; inconclusive = small, poorly fitted or top-dose-only effect, or another doubt; inactive = no such curve, though single readings can be large; an effect the other way counts as inactive or inconclusive.

1) CCOC(=O)N1CCC(NC(=O)CN2C(=O)C(CC)Oc3ccc(C)cc32)CC1 (centres undefined)
2) COc1ccccc1NC(=O)Nc1ccccc1SC
3) Cc1ccc2oc(=O)c3cc(C(=O)NCCCN4CCN(C)CC4)sc3c2c1
4) O=C(CCC1CCCN(C(=O)C2(c3ccccc3)CC2)C1)N1CCN(c2ccccn2)CC1 (centres undefined)
5) COC(=O)c1ccccc1NC(=O)c1cc([N+](=O)[O-])nn1Cc1ccccc1
6) CC(CN1CCOCC1)C(=O)O (centres undefined)
7) CCCn1c(SCC(=O)N2c3ccccc3CCc3ccccc32)nc2c1c(=O)n(C)c(=O)n2C
8) CC(=O)N1N=C(c2c(-c3ccccc3)c3cc(Br)ccc3[nH]c2=O)CC1c1ccco1 (centres undefined)

Compound | 1 | 2 | 3 | 4 | 5 | 6 | 7 | 8
HT1080 IDH1KD tx | 34% | 0% | -19% | -18% | -3% | 4% | 1% | -14%
HT1080-NT tox | 0% | -4% | ? | -3% | 2% | 0% | 8% | -8%
DRD3 agonist | -3 | -4 | 5 | -4 | 10 | 5 | -10 | 12
KB-3-1 cytotox | 3% | -8% | 1% | ? | 1% | 7% | 8% | ?
SW480 rereplic | -3% | -9% | -4% | 25% | 6% | 3% | -2% | ?
D3 antag | -1 | -1 | -8 | 4 | 1 | 12 | 12 | 17
KB-V1 MDR tox | ? | -14% | -6% | ? | 4% | 4% | 4.1µM* | 4%
GLP1R ag | -1% | 13% | -4% | 3% | -6% | -17% | -8% | -1%
IL-1B inflam inh | -16 | 6 | -12 | ? | 29 | 5 | 14 | ·

9) COc1ccc(S(=O)(=O)NC(=O)C2(C)CCN2C(=O)CC2CC2)cc1 (centres undefined)
10) C=CCc1cc(C)ccc1OCCCC(C(=O)OCC)C(=O)OCC
11) O=S(=O)(Nc1ccc(Br)cc1)c1cccc(NS(=O)(=O)c2cccs2)c1
12) CCCC(C)C(=O)Nc1ccc(Cl)cc1Cl (centres undefined)
13) CCc1ccc(OCc2cc(=O)n3cc(C)sc3n2)cc1
14) c1cc(CNC2C3CC4CC(C3)CC2C4)ccn1 (centres undefined)
15) COc1ccccc1Nc1nc(N)nc(CN2CCN(c3ccccc3)CC2)n1
16) COc1cccc(OCc2ccc(Cn3nc(NC(=O)NCCc4ccc(OC)c(OC)c4)c4ccccc43)cc2)c1

Compound | 9 | 10 | 11 | 12 | 13 | 14 | 15 | 16
HT1080 IDH1KD tx | 16% | 17% | -11% | 22% | · | -9% | -1% | 2%
HT1080-NT tox | 6% | 11% | -1% | 17% | · | -27% | 11% | 4%
DRD3 agonist | 4 | 0 | -3 | -2 | 2 | -16 | 3 | -22
KB-3-1 cytotox | 2% | -4% | 17% | 8% | -12% | ? | 0% | 0%
SW480 rereplic | · | -1% | -6% | 1% | · | -7%[1.84 µM] | -4% | ·
D3 antag | 16 | -11 | -30 | 1 | · | -57* | ? | -108*
KB-V1 MDR tox | -2% | 6% | 0% | -3% | -3% | 0% | ? | -15%
GLP1R ag | -7% | 3% | -8% | 2% | 2% | 0% | 0% | 6%
IL-1B inflam inh | 7 | 1 | 25 | 1 | · | 44 | -3 | -11

17) COc1cc(OC)c(NS(=O)(=O)c2c(C(=O)N3CCCCC3)c(C)n(C)c2C)cc1Cl
18) Cc1noc(NS(=O)(=O)c2ccc(N3C(=O)c4ccccc4C3=O)cc2)c1C
19) Cc1c([N+](=O)[O-])c(C(=O)NC2CCCCC2)nn1C
20) Cc1ccc2c(c1)cc1c(=O)n(CC(=O)NCCN3CCCC3)nc(C)n12
21) Cc1cccc(CSc2ccc(-c3cccs3)nn2)c1
22) COC(=O)c1cn(C)c2ccc(S(=O)(=O)N3CCOCC3)cc2c1=O
23) CCn1c(SCC(=O)Nc2ccc(C(C)=O)cc2)nc2c([nH]c3ccccc32)c1=O
24) O=C(Nc1cccc2c1C(=O)NC2=O)c1cccnc1Cl

Compound | 17 | 18 | 19 | 20 | 21 | 22 | 23 | 24
HT1080 IDH1KD tx | -1% | -1% | 7% | 9% | 6% | 13% | -7% | 10%
HT1080-NT tox | 1% | 14% | 0% | 1% | 15% | 12% | -2% | 0%
DRD3 agonist | 3 | -2 | -21 | -15 | -6&3 | -1 | 3 | 2
KB-3-1 cytotox | 2% | 2% | 17% | 5% | 0% | 3% | -14% | -3%
SW480 rereplic | -8% | -5% | 1% | -1% | 3% | -6% | -1% | -8%
D3 antag | 1 | 2 | -13 | 18 | 23 | -4 | 1 | 8
KB-V1 MDR tox | -1% | -7% | ? | -1% | 4% | -3% | ? | -4%
GLP1R ag | -4% | -6% | 0% | -6% | 0% | 3% | 1% | -3%
IL-1B inflam inh | -13 | 3 | 30 | -10 | -8 | 16 | -17 | -7

25) CC1=C(C(=O)OC(C)C)C(C)NC(=O)N1 (centres undefined)
26) CCCC(=O)C1=C(N(C)c2ccccc2)CC(C)(C)C(C(=O)OC)C1=O (centres undefined)
27) Cc1ccc(S(=O)(=O)N2CCOCC2)cc1NC(=O)COC(=O)CNC(=O)c1ccc(C(C)(C)C)cc1
28) O=C(CNS(=O)(=O)c1ccccc1)NCc1ccco1
29) CCOc1ccc(/C=C2\SC(=S)N(CC(=O)NCCCN3CCOCC3)C2=O)cc1
30) Cc1ccnc(SCc2ccc([N+](=O)[O-])cc2)n1
31) C/C(CC(=O)Nc1cccnc1)=N\NC(=O)C(=O)Nc1cccc(C)c1
32) CCOc1ccc(NC(=O)C(C)NS(=O)(=O)c2ccc(NC(C)=O)cc2)cc1 (centres undefined)

Compound | 25 | 26 | 27 | 28 | 29 | 30 | 31 | 32
HT1080 IDH1KD tx | -3% | 12% | 11% | 7% | 0% | -2% | 18% | 13%
HT1080-NT tox | -4% | 12% | 0% | 7% | -18% | 0% | 18% | 14%
DRD3 agonist | 3 | 4 | 6 | 2 | -14 | -4 | -8 | 2
KB-3-1 cytotox | -4% | 4% | 0% | 2% | 17% | 9% | -6% | 16%
SW480 rereplic | 2% | -1% | 0% | 1% | -29% | ? | 0% | 0%
D3 antag | 22 | 0 | -22 | 7 | -24 | -57* | ? | 0
KB-V1 MDR tox | -13% | 1% | 0% | 6% | -7% | 29% | -17% | -2%
GLP1R ag | 5% | -5% | 9% | 5% | 9% | 6% | -2% | 6%
IL-1B inflam inh | 17 | 9 | -11 | -2 | -13 | -20 | -25 | 1

33) O=C(NP(=O)(N1CCOCC1)N1CCOCC1)C1=C(N2CCOCC2)/C(=C\c2ccccc2)CC1
34) COc1cccc(C(=O)/C=C2\Sc3ccccc3N2C)c1
35) O=C(CCN1CCC(c2cccs2)=N1)c1cccs1
36) COc1ccc(CN2CCSCC2)cc1O
37) CCOc1ccc(C(=O)N/N=C/c2ccc(SC)cc2)cc1
38) O=c1cc(C(F)(F)F)nc(SCc2cccc3ccccc23)[nH]1
39) O=S(=O)(c1ccc(Oc2ncnc3scc(-c4ccccc4)c23)cc1)N1CCOCC1
40) Cc1ccc(NC(=O)Cc2nnc(SCC(=O)NC3CCCC3)n2C)c(C)c1

Compound | 33 | 34 | 35 | 36 | 37 | 38 | 39 | 40
HT1080 IDH1KD tx | 4% | -14% | 25% | 6% | -12% | -14% | -14% | -4%
HT1080-NT tox | 5% | -8% | 13% | 10% | 14% | ? | -28% | 0%
DRD3 agonist | 5 | 9 | -14 | 1 | 2 | -2 | 2 | -10
KB-3-1 cytotox | 7% | ? | 8% | ? | 1% | -12% | ? | -3%
SW480 rereplic | ? | ? | 11% | -5% | -13% | 0% | 10% | -2%
D3 antag | 11 | -24 | -23 | ? | 10 | 14 | 22 | -3
KB-V1 MDR tox | 4% | -38% | 1% | 10% | ? | 26% | ? | 0%
GLP1R ag | 4% | 6% | -6% | 3% | 3% | -2% | -2% | 7%
IL-1B inflam inh | -16 | -77* | -9 | 26 | 4 | 32 | -10 | -10

41) COc1ccc(CNC(=O)COC(=O)C2CCC(C(C)(C)C)CC2)cc1 (centres undefined)
42) Cc1cc(NC(=O)Cn2nnc(-c3ccccc3N)n2)no1
43) CC(=O)c1ccc(NC(=O)c2ccc(C)c(S(=O)(=O)N3CCOCC3)c2)cc1
44) Cc1ccc(C(=O)Nc2ccn(C)n2)cc1
45) Cc1ccc(S(=O)(=O)N2CCOCC2)cc1C(=O)OCC(=O)c1ccc[nH]1
46) C[C@H](CO)N1C[C@H](C)[C@@H](CN(C)S(=O)(=O)c2cccc(F)c2)OCc2cnnn2CCCC1=O
47) Fc1ccc(Nc2nc(NCc3ccco3)c3ccccc3n2)cc1
48) CC1CCc2c(sc(NC(=O)CSc3nc(N)cc(=O)[nH]3)c2C(N)=O)C1 (centres undefined)

Compound | 41 | 42 | 43 | 44 | 45 | 46 | 47 | 48
HT1080 IDH1KD tx | -8% | -2% | -10% | -16% | 0% | 10% | -18% | -5%
HT1080-NT tox | -3% | -4% | -20% | -11% | -3% | 9% | ? | -21%
DRD3 agonist | 1 | -3 | -26 | -3 | 5 | 2 | -15 | 12
KB-3-1 cytotox | 21% | 4% | -18% | -10% | 10% | 0% | ? | 4%
SW480 rereplic | ? | -11% | -6% | 18µM* | -24% | · | ? | -6%
D3 antag | -3 | -21 | 11 | -10 | -4 | 5 | -25 | 5
KB-V1 MDR tox | -7% | 3% | -28% | 0% | 22% | 0% | 18µM* | 27%
GLP1R ag | -3% | -23% | -1% | 3% | 11% | -2% | 2% | -4%
IL-1B inflam inh | -25 | -8 | 20 | 4 | 4 | 12 | -102* | -54*
